Screening data (PubChem BioAssay)
GCN5L2 inh: blocks human GCN5L2 histone acetyltransferase; AID 504327; GCN5L2 HAT assay, ThioGlo1 CoA-SH fluorescence; Q92830; Potency, µM (doses to about 58.9 µM), inactives show top-dose activity change, negative = inhibition, most hits filed as inhibitors; actives 0.21% (n = 390,000)
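Compounds, pin-transferred from DMSO stocks, meet 20nM GCN5L2 for 15 min before the reaction begins with H3(1-25) peptide (75uM) and acetyl-CoA (70uM). Thiol-reactive ThioGlo1 reports CoA release over 20 min at room temperature.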
TDP1 inh: TDP1 (human) enzyme inhibition. Q9NUW8. recombinant TDP1, AlphaScreen DNA substrate cleavage. Potency, µM (top dose mostly 130 µM), inactives show at the highest dose activity change, negative = inhibition, hits mostly inhibitors. actives 0.28% (n = 350,000). AID 485290; further: nearly all actives have a fitted effect of over 40% in size
Target sequence (Q9NUW8 whole entry, looked up): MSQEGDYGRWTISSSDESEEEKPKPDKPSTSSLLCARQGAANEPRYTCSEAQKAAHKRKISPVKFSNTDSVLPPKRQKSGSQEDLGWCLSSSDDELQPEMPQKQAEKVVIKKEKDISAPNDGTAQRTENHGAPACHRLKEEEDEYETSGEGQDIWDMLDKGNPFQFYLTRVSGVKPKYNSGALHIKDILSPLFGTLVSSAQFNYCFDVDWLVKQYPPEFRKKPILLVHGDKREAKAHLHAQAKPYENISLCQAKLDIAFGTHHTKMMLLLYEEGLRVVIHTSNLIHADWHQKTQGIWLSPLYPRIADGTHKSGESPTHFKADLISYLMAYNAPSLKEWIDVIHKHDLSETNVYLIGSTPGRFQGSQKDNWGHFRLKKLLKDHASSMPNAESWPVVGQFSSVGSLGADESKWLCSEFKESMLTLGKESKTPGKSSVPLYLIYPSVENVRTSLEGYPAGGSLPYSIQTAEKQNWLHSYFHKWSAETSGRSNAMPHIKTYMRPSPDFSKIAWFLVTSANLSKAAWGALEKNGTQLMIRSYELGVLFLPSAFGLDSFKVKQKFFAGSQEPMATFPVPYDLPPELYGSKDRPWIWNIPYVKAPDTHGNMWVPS
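Here, a 5' biotin and 3' phosphotyrosine-FITC DNA oligonucleotide reports Tdp1 activity: intact substrate bridges AlphaScreen beads, while cleavage leaves a 3' phosphate and drops signal. All incubations at room temperature.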
DT40 TDP1 no CPT: qHTS for Inhibitors of human tyrosyl-DNA phosphodiesterase 1 (TDP1): qHTS in cells in absence of CPT. DT40 Tdp1-/- hTDP1 cells, no CPT, ATP luminescence, 48 h. Potency, µM (highest dose often 46.2 µM), for inactives: at the highest dose activity change, negative = growth inhibition, actives largely listed as inhibitors. actives 15% (n = 420,000). AID 686978, 2013; further: nearly all actives have a fitted effect of over 55% in size
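Camptothecin absent (DMSO only). Human TDP1-complemented DT40 knockout cells, 400 cells/well, 37 °C for minimum 48 hr; ATP measured via CellTiter-Glo, 30 min dark incubation, luminescence.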
Numbers without * were called inactive; ? = inconclusive; · = no result given; & = joins results of further samples; [ ] = dose if it differs, or a comment. The call rests on the fitted dose curve; in most records, active means well fitted curve in the direction sought with a large enough effect; inconclusive means small, poorly fitted or top-dose-only effect, or another doubt; inactive means no such curve, though single readings can be large; an effect the other way counts as inactive or inconclusive. On the % scale 0 is the no-effect control and ±100 the full control effect; potency means the concentration at half of the fitted maximal effect. Some of the compounds tested; rates above refer to the full screens.

SMILES	GCN5L2 inh	TDP1 inh	DT40 TDP1 no CPT
COc1ccc(-c2csc(NC(=O)c3cc(=O)c4ccccc4o3)n2)cc1OC	-3%	5%	5.8µM*
CCCCOc1ccc(CN2CCSCC2)cc1	-3%	·	-27%
N#CCCNC(=O)Cn1c(COc2ccc(Cl)cc2)nc2ccccc21	25%	1%	?
O=C(OCC(=O)N1CCc2ccccc21)c1cccnc1	-28%	4%	-4%
O=C(N/N=C/c1ccco1)c1cc(-c2ccccc2)n[nH]1	-5%	3%	?
CCCCOc1ccc(-c2n[nH]c(=S)n2Cc2ccccc2)cc1	-1%	·	26µM*
CSCc1c(C(=O)N2CCCc3ccccc32)oc2ccccc12	-4%	5%	?
CCCOc1ccc(-c2c(=O)n(OCC(=O)OCC)c3ccccc3[n+]2[O-])cc1	-7%	5%	-22%
CCN(c1ccccc1)S(=O)(=O)c1ccc(Cl)c(C(=O)OCC(=O)c2[nH]c(C)c(C(C)=O)c2C)c1	-8%	-6%	-18%
O=C(Cc1ccccc1[N+](=O)[O-])NCc1ccc2c(c1)OCO2	1%	6%	-20%
CC1(C)CC(=O)C2=C(C1)Nc1ncnn1C2c1ccccn1 (centres undefined)	-4%	-1%	-28%
CCCSCCCNC(=O)CN1C(=O)CCn2nc(-c3cn(C)c4ccccc34)cc21	-3%	7%	?
O=C(CCc1ccccc1)NCCCNC(=O)CCc1ccccc1	-5%	1%[56.1 µM]	14%
CCCCC(=O)OCC(=O)c1[nH]c(C)c(C(C)=O)c1C	-3%	1%	2%
C=CCN(C(=O)Nc1ccc(OC)cc1)c1nnc(-c2ccncc2)s1	-2%	·	?
O=C(CCS(=O)(=O)c1ccccc1)N(Cc1cccnc1)c1nc2c(F)cccc2s1	-1%	3%	2.3µM*
CCSc1nnc(NC(=O)[C@H](C)N2C(=O)C3CC=CCC3C2=O)s1 (some centres undefined)	-6%	10%	10%
O=C(CSc1cccc2cccc(Cl)c12)NCc1cccs1	-15%	·	26µM*
CCOc1ccc(N(CC(=O)NCCc2ccc(Cl)cc2)S(=O)(=O)c2c(C)[nH]c(=O)[nH]c2=O)cc1	-1%	-3%	1%
CN(C)CCN1CCc2ccccc21	·	-1%	0%
COc1cc(C)ccc1S(=O)(=O)N1CCCCCC1	3%	0%	?
COc1ccc(-c2csc(N(CCCN(C)C)C(=O)c3ccc(C)cc3)n2)cc1	-2%	·	16µM*
O=C(NCCc1c[nH]c2ccc(Cl)cc12)c1cccnc1	-8%	9%	21µM*
C=C(C)CSc1nnc2n(N)c(=O)c3ccccc3n12	-13%[0.501 µM]	4%	-3%
Cc1ccccc1-n1c(C)cc(/C=C2\NC(=O)NC2=O)c1C	-3%	5%	?
COc1ccc(NC(=O)Cn2cccc2)cc1Cl	-6%	3%	2%
COc1ccc(N2CCN(C(=O)c3cc4ccc5cccnc5c4[nH]3)CC2)cc1	-18%	0%	?
COc1ccc2c(c1)[C@H]1[C@H](CO2)[C@H](c2ccccc2)[C@]2(C)C(=O)Nc3cc(Cl)ccc3C(=O)N12	-6%	·	?
Cc1ccc(C)c(SCC(=O)OCC(=O)NCCNC(=O)COC(=O)CSc2cc(C)ccc2C)c1	-8%	-6%	-7%
Cc1cc2cc(C(c3nnnn3C(C)(C)C)N(Cc3ccco3)CC3CCCO3)c(=O)[nH]c2cc1C (centres undefined)	-20%	6%	?
Nc1nc(-c2cccnc2)nn1C(=O)COc1ccccc1	2%	-2%	-6%
COc1cc(S(=O)(=O)NC2CCCC2)c(OC)cc1Cl	-7%	0%	-20%
Cc1cccn2c(CN(C)CC3Cc4ccccc4O3)c(C(=O)N3CCCCC3)nc12 (centres undefined)	7%	·	3%
Cc1cc2c(SCC(=O)N3CCN(c4ccccc4)CC3)ncnc2s1	-11%	·	?
Cc1cc(NC(=O)CSc2ncc(C(=O)Nc3ccccc3)c(=O)n2C)no1	-13%	8%	1%
COc1ccc(-c2nc3ccc(C(=O)NCC(OC)OC)cc3nc2-c2ccc(OC)cc2)cc1	-14%	-1%	8.2µM*
Cc1ccc(-n2nc(C(=O)N3CCN(c4ccc(F)cc4)CC3)c(=O)n(C)c2=O)cc1	-5%	2%	-22%
CCOC(=O)C(=CNc1ccccc1N1CCOCC1)C(=O)OCC	-6%	3%	?
CCCCCNC(=O)C1CCC(Cn2c(=O)c3sccc3n(CC(=O)NCc3cccc(OC)c3OC)c2=O)CC1 (centres undefined)	-6%	-3%	-5%
O=C(Nc1cccc(S(=O)(=O)N2CCOCC2)c1)C1CC(=O)N(c2ccc3c(c2)OCCO3)C1 (centres undefined)	-2%	3%	-2%
COc1ccc(OC)c(NC(=S)NN2CCN(C)CC2)c1	0%	4%	-22%
Cc1cccc(C)c1C(OCCN(C)C)C1CCCCC1 (centres undefined)	3%	-3%	?
CCc1cccc(C)c1Nc1c(-c2cccc(O)c2)nc2nc(C)cc(C)n12	-7%	0%[12.3 µM]	?
O=c1c2ccccc2n(Cc2ccc(Cl)cc2)c(=O)n1Cc1ccco1	3%	0%[56.1 µM]	?
Cc1nnc(N(C)C(=O)Cc2ccc3c(c2)OCO3)s1	-4%	-2%	-3%
COC(=O)c1cc2c(cc1NC(=O)CSCCc1ccccn1)OCO2	-2%	0%	?
Cc1ccc(NS(=O)(=O)c2cc(C(=O)NCc3ccccn3)ccc2Cl)cc1C	-1%	4%	-12%
Cc1ccc2c(c1)sc1nc(=O)n(-c3ccc(Cl)cc3)c(=O)n12	-2%&-6%	4%	-17%&-13%

Some of the entries so far, bar-delimited:
SMILES | GCN5L2 inh | TDP1 inh | DT40 TDP1 no CPT
COc1ccc(OC)c(NC(=S)NN2CCN(C)CC2)c1 | 0% | 4% | -22%
Cc1cccc(C)c1C(OCCN(C)C)C1CCCCC1 (centres undefined) | 3% | -3% | ?
Cc1ccc2c(c1)sc1nc(=O)n(-c3ccc(Cl)cc3)c(=O)n12 | -2%&-6% | 4% | -17%&-13%
Cc1nnc(N(C)C(=O)Cc2ccc3c(c2)OCO3)s1 | -4% | -2% | -3%
CCOC(=O)C(=CNc1ccccc1N1CCOCC1)C(=O)OCC | -6% | 3% | ?

(further entries)
SMILES	GCN5L2 inh	TDP1 inh	DT40 TDP1 no CPT
OCCC1CN(Cc2ccccc2O)CCN1CCc1ccccc1 (centres undefined)	-17%	6%	-14%
CCN(CC)C(=O)c1c(C)nc2ccccn12	-9%	-6%	4%
COc1ccc(CC(=O)c2ccc(OC)c(OC)c2C)cc1OC	-2%	1%	?
COc1ccc(CNc2nc(NCc3ccc(OC)cc3)c3ncn(C4CCCC4)c3n2)cc1	-1%	5%	2.3µM*
CCc1ccc(N2C(=O)CN(Cc3ccccc3)C2=S)cc1	-14%	·	5%
Cc1ccc(Cl)cc1N(C)C(=O)C1CCCN(c2ncnc3onc(-c4ccc(F)cc4)c23)C1 (centres undefined)	-16%	5%	4.1µM*
O=C(OCCOc1cccc(Cl)c1)c1ccc(F)c(S(=O)(=O)N2CCOCC2)c1	-8%	0%	8%
CCOc1ccc2ccccc2c1/C=N/NC(=O)c1ccncc1	-6%	3%	-22%
Nc1nonc1C(=O)N1CCCCC1	1%	1%	-22%
O=C(c1ccncc1)N1CCC2(CCN(Cc3cc(C(F)(F)F)cc(C(F)(F)F)c3)CC2)CC1	0%	·	?
CCCCNC(=S)NNC(=O)c1ccc2c(c1)OCO2	-2%	3%	-19%
Cc1ccc2c(c1)C1C[N+](C)(CC(=O)c3ccccc3)CCC1N2C(=O)c1ccccc1Cl (centres undefined)	0%	3%	8%

Retrieved by structure from the entries so far (four):
SMILES	GCN5L2 inh	TDP1 inh	DT40 TDP1 no CPT
Nc1nonc1C(=O)N1CCCCC1	1%	1%	-22%
CCc1ccc(N2C(=O)CN(Cc3ccccc3)C2=S)cc1	-14%	·	5%
CCCCNC(=S)NNC(=O)c1ccc2c(c1)OCO2	-2%	3%	-19%
O=C(c1ccncc1)N1CCC2(CCN(Cc3cc(C(F)(F)F)cc(C(F)(F)F)c3)CC2)CC1	0%	·	?

Other entries follow:
SMILES	GCN5L2 inh	TDP1 inh	DT40 TDP1 no CPT
CC(NC(=O)c1c(O)c2ccccc2[nH]c1=O)c1ccccc1 (centres undefined)	-1%	·	4%
Cc1ccc(Cn2c(C(=O)O)c(CNC3CCCC3)c3ccc(C)cc32)cc1	-4%	3%	?
Cc1ccc(SCC(=O)NC(C)c2ccccc2)cc1 (centres undefined)	-4%	-1%	-18%
Brc1nnc2n1-c1ccccc1Sc1ccccc1-2	-4%	4%	-22%
O=C(CSc1ncnc2c1cnn2-c1ccc(Cl)cc1)NCc1ccc2c(c1)OCO2	-3%	3%	-13%
COc1ccc2[nH]cc(CCNc3ncncc3-c3cccnc3)c2c1	-27%	·	?
COc1cccc(-n2cc(C(=O)O)c3ccccc3c2=O)c1	6%	4%	-9%
CNC(=O)c1ccc2nc(-c3cccc(C)c3)c(-c3cccc(C)c3)nc2c1	·	2%	10µM*
Cc1c(NC(=O)COC(=O)C2(c3ccc(F)cc3)CCCC2)c(=O)n(-c2ccccc2)n1C	-4%	5%	?
CSc1c(-c2ccccc2)nc2ccc(Cl)cc2c1C(=O)O	-2%	-3%	1%
Cc1ccc(S(=O)(=O)N(C)CC(=O)NNC(=O)Cc2cccc(F)c2)cc1	2%	0%	0%
COc1cc(/C=N/Nc2ccc(F)cc2F)cc(OC)c1OC	-16%	8%	?

Grouped by structure: the compounds so far with a thiophene ring, fused or not.
SMILES	GCN5L2 inh	TDP1 inh	DT40 TDP1 no CPT
O=C(CSc1cccc2cccc(Cl)c12)NCc1cccs1	-15%	·	26µM*
Cc1cc2c(SCC(=O)N3CCN(c4ccccc4)CC3)ncnc2s1	-11%	·	?
CCCCCNC(=O)C1CCC(Cn2c(=O)c3sccc3n(CC(=O)NCc3cccc(OC)c3OC)c2=O)CC1 (centres undefined)	-6%	-3%	-5%

Compound profiles, from the list above. Order of values: GCN5L2 inh | TDP1 inh | DT40 TDP1 no CPT
Cc1ccc(SCC(=O)NC(C)c2ccccc2)cc1 (centres undefined) reads -4% | -1% | -18%
COc1cc(/C=N/Nc2ccc(F)cc2F)cc(OC)c1OC reads -16% | 8% | ?
CC(NC(=O)c1c(O)c2ccccc2[nH]c1=O)c1ccccc1 (centres undefined) reads -1% | · | 4%
O=C(CSc1ncnc2c1cnn2-c1ccc(Cl)cc1)NCc1ccc2c(c1)OCO2 reads -3% | 3% | -13%

(cont.)
SMILES	GCN5L2 inh	TDP1 inh	DT40 TDP1 no CPT
CCOC(=O)c1cc(NC(=O)N(C)C2CCCCC2)c(C)nc1C	-14%	7%[0.0935 µM]	-6%
Cc1ccc(-c2csc(N/N=C/c3ccco3)n2)cc1	-11%	10%	?
CCOc1ccc2nc(SCC(=O)Nc3ccc(F)cc3)nc(-c3ccccc3)c2c1	1%	2%	-1%
O=C(Cc1cccc2ccccc12)Nc1cccnc1	-2%	3%	10%
O=C(CSc1nc2ncccc2[nH]1)NCc1ccccc1	-4%	-1%	-20%
O=C(NCc1ccc(F)cc1)C(=O)NCC1OCCCN1S(=O)(=O)c1cccs1 (centres undefined)	-25%	3%	-3%
COc1ccccc1NC(=O)c1csc2c1CCC(C)C2 (centres undefined)	-2%	0%	?
CCC(=O)N1CCN(c2nnc(-c3ccccc3)c3ccccc23)CC1	-18%	·	-22%
CC(C)NC(=O)Nc1n[nH]c(Nc2ccc(Cl)cc2)n1	-1%	3%	-3%
CC(C)(C)OC(=O)NCCCCc1cn(CC(=O)N2CCN(C(=O)OC(C)(C)C)CC2)nn1	-2%	6%	?
COc1ccc(CCn2c(=O)[nH]c3cc(C(=O)NCCCN4CCOCC4)ccc3c2=O)cc1OC	-1%	·	-25%
CSC[C@H](NC(=O)Cc1c(C)c2cc3c(C)c(C)oc3cc2oc1=O)C(=O)N[C@@H](Cc1ccccc1)C(=O)O	-17%	·	0%
O=C(CCS(=O)(=O)c1ccc(Cl)cc1)Nc1nnc(-c2cccs2)o1	-5%	0%	16µM*
CC(=O)Nc1ccc(S(=O)(=O)Nc2cc(S(=O)(=O)N3CCCCC3)ccc2O)cc1	-12%	-11%	-22%
Cc1ccc2[nH]c(-c3ccccc3)c(CN3CCN(C)CC3)c(=O)c2c1	-2%	5%	-9%
Clc1cccc(CSc2nnc(C3CCNCC3)o2)c1	-7%	3%	?
Cc1cc2c(c(=O)n1Cc1ccco1)C(c1ccccc1)C(C#N)=C(N)O2 (centres undefined)	-2%	3%	-6%
Cc1cccc(Cn2c(C)nc3c(N)c(C)c(C)cc32)c1	-4%	12%	16µM*
CC(=O)C12CCCCC1CC1[C@@H]3CC(C)C4=CC(=O)CC[C@]4(C)C3CC[C@@]12C (some centres undefined)	-2%	·	15µM*
CC(C)CC1NC(=O)N(CC(=O)Nc2ccc(OC(F)F)cc2)C1=O (centres undefined)	-1%	-10%	?
O=C(COC(=O)c1cccnc1Cl)NCC1CCCO1 (centres undefined)	-6%	2%	6%
